From PubChem
DAX1 inh-1 = NR0B1 (DAX1) inhibition; P51843; HEK293 Gal4-DAX1 luciferase reporter, luminescence; inhibition, % at 6.75 µM; actives 0.99% (n = 340,000); AID 504766;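 active = inhibition above the mean over all tested compounds plus 3 SD, cut at about 4.2% in these data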;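 note: 0% = DAX1-transfected cells with DMSO and 100% = empty-vector control cells with DMSO; inhibition shows as a rise in luminescence from relieved DAX1 repression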
Target sequence (P51843 207-470 limits assumed): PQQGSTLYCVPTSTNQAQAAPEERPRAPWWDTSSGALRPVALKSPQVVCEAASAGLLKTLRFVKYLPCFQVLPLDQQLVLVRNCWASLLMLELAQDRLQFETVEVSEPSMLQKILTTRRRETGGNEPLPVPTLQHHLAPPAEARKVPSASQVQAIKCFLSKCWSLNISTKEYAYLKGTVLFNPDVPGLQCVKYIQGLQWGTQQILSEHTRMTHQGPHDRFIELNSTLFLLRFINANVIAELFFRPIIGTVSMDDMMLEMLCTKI
DAX1 inh-2 = blocks DAX1 repression of SF-1 activated StAR promoter; HEK293T StAR-luciferase reporter, SF-1/DAX-1 repression relief; inhibition, % at 6.8 µM; actives 1.1% (n = 370,000); AID 652010;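 active = inhibition above the mean over all tested compounds plus 3 SD, cut at about 3.6% in these data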;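 note: 0% = DAX-1 cells with DMSO and 100% = cells lacking DAX-1 with DMSO; higher inhibition means more luminescence from relief of DAX-1 repression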
ssDAF-12 act = activators of S. stercoralis DAF-12 nuclear receptor; HEK293 ssDAF-12/GRIP1 lit1-tk-luc reporter, luminescence; % of 3 µM dafachronic acid response; activation, % at 6.8 µM; actives 1% (n = 370,000); AID 652126;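 active = activation above the mean over all tested compounds plus 3 SD, cut at about 0.9% in these data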;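 note: 0% = DMSO-only wells and 100% = 3 µM delta7-dafachronic acid wells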
FXN GAA850 act = activators of GAA850 frataxin (FXN) promoter; HEK293 lucGAA850 FXN promoter luciferase reporter, 24 h; percent of 10 µM SAHA response; activation, % at 6 µM; actives 0.56% (n = 360,000); AID 540364;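 active = activation above the average of all compounds screened plus 3 SD, cutoff fixed separately per campaign, cut at about 7.5% in these data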;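 note: 0% = DMSO wells and 100% = 10 µM SAHA wells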
Rev-erbA mod = Rev-erb alpha (human) modulation; P20393; actives 0.79% (n = 370,000); AID 1259318; Rev-erbα–FITC-DNA binding, fluorescence polarization, 90 min; activity, % at 10 µM;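 active = activity above about 14%, limit read from the data; passing the limit was not always enough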;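 note: 0% = DMSO wells with 35 nM protein and 100% = DMSO wells with 750 nM protein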
hgDAF-12 ag = agonists of H. glycines DAF-12 nuclear receptor; activation, % at 6.8 µM; HEK293 GAL4-hgDAF12 UAS-luciferase reporter, agonist luminescence; normalized to butyrate control; AID 687014; actives 1.8% (n = 370,000);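 active = activation above a cutoff set at the mean of all screened compounds plus 3 SD, cut at about 10% in these data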;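 note: 0% = DMSO wells and 100% = sodium butyrate wells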
PG9 Ab binder = PG9 antibody binding by small molecule | TR-FRET gp120-PG9 antibody binding | inhibition, % at 6.7 µM | actives 0.43% (n = 360,000) | AID 624416; in the data active = inhibition above about 8.5%
PLCb3 inh = PLC-beta3 (human) inhibition, primary screen; Purified PLC-beta3, fluorogenic substrate, fluorescence; inhibition, % at 12.2 µM; actives 0.18% (n = 370,000); in the data active = inhibition above about 11%;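 note: 0% = median of compound wells on plate and 100% = full blocker control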
hcDAF-12 act = activators of H. contortus DAF-12 nuclear receptor; activation, % at 6.8 µM; actives 1.4% (n = 370,000); HEK293 hcDAF-12 lit1-tk-luc reporter, luminescence; 0% DMSO, 100% Δ7-dafachronic acid; AID 652067;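 active = activation above the mean of all tested compounds plus 3 SD, cut at about 5.5% in these data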;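 note: 100% = response to 3 µM Δ7-dafachronic acid high control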
HGIII-sPLA2 inh = Blocks human group III sPLA2 activity; Q9NZ20; QFRET BODIPY PC-A2 liposome hydrolysis, fluorescence; inhibition, % at 12.2 µM; actives 0.56% (n = 370,000); AID 743126;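 active = inhibition above mean plus 3 SD of compounds lying within the high and low control bounds, cut at about 19% in these data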;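 note: 0% = median of test compound wells and 100% = no enzyme DMSO wells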
Target sequence (Q9NZ20 whole entry, looked up): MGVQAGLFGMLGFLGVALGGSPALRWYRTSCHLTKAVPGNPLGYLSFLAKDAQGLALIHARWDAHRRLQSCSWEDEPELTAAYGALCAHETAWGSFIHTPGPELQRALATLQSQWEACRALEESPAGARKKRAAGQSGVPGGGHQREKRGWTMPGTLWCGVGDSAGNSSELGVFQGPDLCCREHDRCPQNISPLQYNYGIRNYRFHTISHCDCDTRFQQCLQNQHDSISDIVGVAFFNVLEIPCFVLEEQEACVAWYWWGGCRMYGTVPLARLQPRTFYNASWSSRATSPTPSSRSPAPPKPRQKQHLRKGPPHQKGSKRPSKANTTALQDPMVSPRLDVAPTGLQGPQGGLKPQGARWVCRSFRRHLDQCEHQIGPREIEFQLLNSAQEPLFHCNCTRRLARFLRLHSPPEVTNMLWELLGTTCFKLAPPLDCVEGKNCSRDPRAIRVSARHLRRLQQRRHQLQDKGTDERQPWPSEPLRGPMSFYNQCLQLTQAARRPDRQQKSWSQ
SMARCA2 activ = increases SMARCA2 function in MMTV reporter cells | MG213 cells, MMTV-luciferase reporter, dexamethasone, overnight | activation, % at 9.1 µM | actives 1% (n = 370,000) | AID 652017; in the data active = activation above about 7.8%;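 note: 0% = vehicle wells and 100% = reference activator wells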
* = called active by the depositor; · = no result given.

SMILES	DAX1 inh-1	DAX1 inh-2	ssDAF-12 act	FXN GAA850 act	Rev-erbA mod	hgDAF-12 ag	PG9 Ab binder	PLCb3 inh	hcDAF-12 act	HGIII-sPLA2 inh	SMARCA2 activ
COc1ccc(N(C)S(=O)(=O)c2c(C)[nH]c(=O)[nH]c2=O)c(OC)c1	-0.9	-1.5	-1.4	-0.2	2	1.6	1.2	-40	0.3	2	1
CC(OC(=O)c1cccc(-n2cnnn2)c1)C(=O)Nc1ccc(F)cc1Cl (centres undefined)	-0.5	-1.0	-0.6	-0.3	2	0.0	1.3	-1	-1.3	7	0
O=C(NCc1ccccc1F)c1cccc(S(=O)(=O)NCc2ccccc2)c1	0.1	0.6	-1.6	-1.0	2	-2.6	-1.1	-9	-1.7	1	0
CN(C)c1ccc(C(=O)NNC(=O)c2ccc(Cl)cc2)cc1	·	0.0	-2.1	1.0	-3	-1.9	-2.9	-3	-1.8	-4	2
O=C(c1cc(-c2ccc(Cl)cc2)n(-c2ccc(Cl)cc2)n1)N1CCOCC1	1.2	-0.4	-1.0	1.2	0	-0.3	0.7	3	2.2	-5	-1
CC1CCCN(C(=S)NCc2ccccc2)C1 (centres undefined)	-1.2	0.3	-1.9	0.5	2	0.2	-0.7	3	0.5	10	0
COc1ccc(CC(N)c2csc(NC(=O)c3ccccc3OC)n2)cc1 (centres undefined)	·	1.8	-1.5	0.5	6	-1.2	0.9	-12	-2.1	5	-2
COc1ccc(CN2CCC(C(=O)Nc3ccc(Oc4cccnc4)cc3)CC2)c(C)c1C	-1.5	-5.7	-1.9	-3.0	3	-3.8	0.0	-3	-0.7	-6	-4
O=C(O)[C@H](Cc1ccccc1)NC(=O)N1CCC(Cc2ccccc2)CC1	0.7	0.9	-1.1	-0.2	-4	-3.1	-0.3	-9	-1.6	7	-1
CCCOc1ccc(C(=O)N2CCCC2)cc1OC	1.2	-0.1	-1.8	-0.9	-1	-0.1	0.4	4	0.5	4	3
COc1ccc(CCNC(=O)CN(C2CCCCC2)S(C)(=O)=O)cc1	0.7	0.2	-1.4	0.2	-6	1.0	-1.5	2	-0.1	-5	0
CC(C)CNC(=S)N1CCC(C(=O)c2ccc(F)cc2)CC1	-0.1	-0.7	-2.1	-1.1	-3	-0.7	-0.1	-1	-0.5	16	-2
O=C(c1ccc(Cl)c(Cl)c1)N1CCC(=O)N([C@H](COCc2cccc(C(F)(F)F)c2)Cc2ccccc2)CC1	·	-0.1	-0.8	·	3	-2.7	-0.2	-2	-1.7	-17	-6
COc1ccc(NC(=O)Nc2cc(C)cc(C)c2)cn1	0.4	-0.3	-1.2	0.8	1	-0.1	-0.6	-6	-1.2	-5	1
CCOc1cc(N2CCOCC2)c(OCC)cc1NC(=O)Cn1cnnn1	-0.1	0.7	-1.0	0.7	-3	-1.1	-1.6	-5	-0.3	2	0
O=C(Cn1nnc(-c2ccc(CN3CCOCC3)cc2)n1)NC1CCCCC1	0.4	0.1	-0.7	1.8	-1	1.4	-1.9	3	0.5	1	3
COc1cccc(N2CCN(C(=O)c3ccc4nc[nH]c4c3)CC2)c1	0.1	0.3	-0.5	-0.3	-1	-0.6	0.9	-6	-1.5	4	2
O=C(N/N=C/c1c(O)ccc2ccccc12)c1[nH]ncc1Br	-2.0	-3.3	-0.7	-7.1	-4	-6.5	-2.8	-55	-0.7	11	-1
O=c1c2ccccc2[nH]c(=S)n1CCc1ccccc1	1.2	0.9	0.0	2.6	5	9.7	-1.7	-1	8.1*	4	7
CC(C)(C)OC(=O)N1CCN(C(=O)c2[nH]cnc2C(=O)Nc2ccon2)CC1	0.8	-0.1	-1.0	0.9	-3	3.1	1.5	2	-0.8	5	2
O=C(Nc1ccc(F)cc1)c1ccc(S(=O)(=O)NCC2CCCO2)cc1 (centres undefined)	-2.2	-1.6	-1.5	1.1	2	-4.6	-0.8	0	-2.2	-5	-6
O=C(NC1CCC1)C1CCC(=O)N(Cc2ccc(Cl)cc2)C1 (centres undefined)	-0.4	0.9	-0.8	-1.4	-8	4.1	-0.2	3	-0.1	0	-1
Oc1ccccc1Nc1nc(-c2ccccc2O)nc2ccccc12	0.7	-0.6	-1.6	1.4	-3	2.3	-1.1	-21	2.0	-7	2
CCN(CC)S(=O)(=O)c1ccc(NC(=O)CCNC(=O)c2ccccc2)cc1	-0.1	-0.4	0.3	2.4	-3	-0.8	-0.2	-2	3.9	-3	-2
Cn1c(=O)c2c(nc(CN3CCN(C(=O)c4ccco4)CC3)n2CCCO)n(C)c1=O	0.4	-0.3	-0.9	0.4	-3	2.1	-0.4	-6	-1.1	4	-1

Carrying on:
SMILES	DAX1 inh-1	DAX1 inh-2	ssDAF-12 act	FXN GAA850 act	Rev-erbA mod	hgDAF-12 ag	PG9 Ab binder	PLCb3 inh	hcDAF-12 act	HGIII-sPLA2 inh	SMARCA2 activ
CCOc1cc(C(C#N)N2CCCCC2)ccc1OC (centres undefined)	0.1	-0.2	-1.3	2.1	1	-1.0	-0.1	1	-0.3	4	-1
COC(=O)[C@]12CCCCC=C1N(CCC1=CCCCC1)C(=O)[C@H](CC(=O)NCCC(C)C)C2	·	1.2	-1.1	·	4	0.5	-0.8	-4	-1.3	8	-4
CCOC(=O)N1CCN(C(C(=O)NC2CCCC2)c2ccco2)CC1 (centres undefined)	·	0.1	-0.9	·	-1	-3.0	-0.4	5	-1.1	5	7
O=C(NCCN1CCN(Cc2ccc([N+](=O)[O-])cc2)CC1)C(=O)Nc1ccccc1	-1.1	0.0	-0.9	2.9	0	-2.3	1.0	-1	1.9	13	-2
Cc1c(C(=O)OC(C)C)[nH]c2c1C(=O)CC(C)(C)C2	-0.2	0.0	-1.9	2.6	-3	1.0	-1.2	2	-2.7	-1	-1
COc1ccc(CCNC(=O)CSc2nnc(-c3ccccc3)c3ccccc23)cc1OC	0.3	-0.9	-1.5	-1.3	-2	-3.2	-2.3	1	-2.5	-3	-3
Cc1ccc(C(=O)NCC(=O)N2CCCCCCC2)cc1C	0.3	-0.8	-0.9	-0.8	1	1.2	0.4	-2	1.4	0	1
NNc1nc2c(Cl)ccc(Cl)c2s1	-0.4	-0.4	-0.2	2.6	8	1.7	-2.5	-14	4.1	22*	5
COc1cccc(OC)c1NC(=O)c1nc2c(nnn2Cc2ccccc2Cl)c(=O)[nH]1	-0.2	-0.1	-0.8	-2.7	-5	0.5	0.6	-8	0.0	-11	-2
COC(=O)C1CCCCN1C(=O)c1ccc2oc(Cc3ccccc3)nc2c1 (centres undefined)	1.6	1.4	-0.1	2.3	3	6.1	-2.1	-5	2.4	-13	2
N#Cc1ccc(Cn2c(=O)c(C#N)c3n(c2=O)CCC3)cc1	-0.5	-0.3	-1.1	-2.1	2	-1.7	2.8	7	-2.1	-1	-2
COc1ccc(OCC(=O)N2CCN(C(=O)c3cccs3)CC2)cc1	0.3	0.3	-1.2	1.0	-5	0.6	0.0	3	-0.9	3	-2
Nc1ccc2ncccc2c1	-0.6	0.9	-0.2	0.5	-9	-1.9	-1.7	-243	2.3	6	-1
CCOC(=O)N1CCN(c2nc(SC)nc3sc4c(c23)CC(C)(C)OC4)CC1	0.3	0.5	-0.8	-0.4	0	-1.8	0.8	-3	-0.1	11	-1
COc1ccc(OC)c(NC(=O)CCc2nnc3ccc(NCc4ccco4)nn23)c1	-0.2	-0.5	-0.8	0.1	-2	0.2	-0.2	-18	-0.7	3	3
O=C(OCC(=O)N1CCCCCC1)c1cccnc1Cl	0.7	2.4	-0.6	2.8	-5	4.7	2.5	-6	4.3	7	2
COC(=O)c1ccc(Cn2cnc3c(cnn3-c3ccc(F)cc3)c2=O)o1	1.5	-1.0	-1.2	-0.3	7	-2.6	0.0	0	-2.2	-7	-2
Cc1c(Cl)cccc1NC(=O)CSC(C)c1nc2ccccc2c(=O)[nH]1 (centres undefined)	0.4	0.4	-1.2	-1.5	-3	-2.7	-0.1	-4	-0.2	6	0
CCC(C)c1ccc(OCCn2ccnc2)cc1 (centres undefined)	-0.4	-0.8	-2.2	-1.1	-3	-1.1	-2.0	4	-0.9	-28	-1
CN1C(=O)C2(C(C#N)=C(N)N(c3cc(Cl)cc(Cl)c3)C3=C2C(=O)CC(C)(C)C3)c2ccccc21 (centres undefined)	-1.8	-1.4	-1.6	-6.5	2	5.5	1.7	-3	-1.6	-1	-3
CCS(=O)(=O)NCCc1csc(-c2cccnc2)n1	0.6	-0.1	-0.5	1.5	1	0.1	2.0	-5	0.2	2	-1
O=C(CN1C(=O)c2ccccc2C1=O)N1CCN=C1c1ccccc1	1.9	-0.4	-1.8	-0.3	-4	0.2	0.2	-4	-0.7	3	-3
O=C(NC(=S)Nc1ccc(F)cc1)C1CCCCC1	0.1	1.1	-0.7	4.1	0	9.6	-1.9	-3	3.5	9	1
O=C(c1cc(COc2cccc(C(F)(F)F)c2)on1)N1C[C@@H]2CCC[C@H]1C2	0.2	1.0	-0.7	4.5	6	2.7	1.0	-8	1.0	-12	0
CCN(C(=O)Cn1c(=O)oc2ccccc21)c1c(N)n(Cc2ccccc2)c(=O)[nH]c1=O	1.3	0.6	-1.5	-0.2	-2	4.7	-1.5	-3	0.8	0	-1

The listing continues.
SMILES	DAX1 inh-1	DAX1 inh-2	ssDAF-12 act	FXN GAA850 act	Rev-erbA mod	hgDAF-12 ag	PG9 Ab binder	PLCb3 inh	hcDAF-12 act	HGIII-sPLA2 inh	SMARCA2 activ
Cc1cc(=O)oc2cc(OCC(=O)OCC(=O)Nc3ccc(C(C)C)cc3)ccc12	1.2	0.3	-1.8	1.9	1	-1.7	-0.3	-22	-0.7	-14	2
CCOC(=O)C1CCN(C(=O)CN2C(=O)c3ccccc3S2(=O)=O)CC1	-0.6	0.4	-0.8	3.4	4	5.3	0.7	1	1.4	-6	1
CN(C(=O)c1ccc(NC(=O)Cc2ccc(NC(=O)C3CCN(C(=O)c4ccccc4)CC3)cc2)cc1)C1CCCC1	-1.0	0.2	-0.7	0.6	-3	0.6	-0.2	1	-2.5	-28	-5
CCOC(=O)C1=CN(Cc2ccco2)S(=O)(=O)NC1c1ccc(Br)cc1F (centres undefined)	-0.7	0.7	-1.0	0.6	-4	1.2	0.8	-2	-2.5	-23	-5
O=C(c1cc2ccc([N+](=O)[O-])cc2oc1=O)N1CCOCC1	-0.1	0.0	-1.4	4.0	8	-3.2	-1.1	4	-0.4	8	3
Cn1ccc2c(N3CCCC3)cc3c(c21)C1CCC3C1 (centres undefined)	·	-2.8	-1.6	·	3	-2.2	-6.1	-23	-0.7	2	-1
Cc1ccc(CSCC(=O)N(CCC(C)C)c2c(N)n(Cc3ccccc3)c(=O)[nH]c2=O)cc1	0.6	0.6	-1.1	-0.9	-5	-1.8	0.9	-3	-0.8	5	-2
CC(C)CN1C(=O)NC(NC(=O)c2cccnc2)(C(F)(F)F)C1=O (centres undefined)	-0.3	0.2	-1.8	-1.7	1	1.9	1.7	7	-1.5	16	-5
Cc1ccc(-c2cc(C(=O)N/N=C/c3c[nH]c4ccccc34)n[nH]2)o1	0.6	-0.8	-0.9	3.4	3	7.3	-3.8	-4	2.5	-13	2
